mcGAS inh – inhibitors of mouse cGAS; Q8C6L5; 160,000 tested, 0.15% active; AID 1259399; inhibition, % at 12.5 µM; recombinant cGAS, Kinase-Glo ATP depletion luminescence;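 note: 0% = negative control wells and 100% = reference inhibitor with no enzyme activity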
hcGAS inh – inhibitors of human cGAS. Q8N884. 290,000 tested, 0.081% active. inhibition, % at 12.5 µM. recombinant h-cGAS, ATP depletion, Kinase-Glo luminescence;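 note: 0% = vehicle reaction and 100% = reaction without DNA for no activity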
Target sequence (Q8N884 whole entry, looked up): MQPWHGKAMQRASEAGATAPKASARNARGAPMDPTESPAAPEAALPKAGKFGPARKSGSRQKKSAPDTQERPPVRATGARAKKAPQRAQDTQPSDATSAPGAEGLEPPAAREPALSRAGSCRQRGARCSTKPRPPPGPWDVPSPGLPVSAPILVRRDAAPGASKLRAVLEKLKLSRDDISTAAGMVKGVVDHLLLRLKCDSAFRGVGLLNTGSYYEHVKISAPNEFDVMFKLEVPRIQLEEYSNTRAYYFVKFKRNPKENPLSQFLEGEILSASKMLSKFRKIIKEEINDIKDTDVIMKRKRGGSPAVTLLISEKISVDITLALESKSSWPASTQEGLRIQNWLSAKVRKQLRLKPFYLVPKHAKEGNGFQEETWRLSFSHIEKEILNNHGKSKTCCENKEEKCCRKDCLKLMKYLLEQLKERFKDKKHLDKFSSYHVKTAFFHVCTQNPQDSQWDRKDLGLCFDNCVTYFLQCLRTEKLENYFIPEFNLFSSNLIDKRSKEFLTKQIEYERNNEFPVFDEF
NPYLR7 ag – activates Aedes aegypti NPYLR7 receptor; HEK293T NPYLR7/Galpha15, GCaMP6s calcium fluorescence; activation, % at 10 µM; 270,000 tested, 0.15% active; AID 1259423; in the data active = activation above about 40%;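 note: 0% = vehicle and 100% = reference agonist at the receptor; some compounds past the cut are filed as inactive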
The depositor's hits bear a star; nt = no result given; & = joins results of further samples. Cut-off read from the data, not from the text of the source, unless noted: active = inhibition above about 40%; inactive = the rest.

SMILES	mcGAS inh	hcGAS inh	NPYLR7 ag
CN(CC(=O)Nc1ccccc1)OCc1ccccc1	nt	-3	2
CCOC(=O)C1C(=O)CC(C)(O)C(C(=O)OCC)C1c1ccccc1 (stereo not given)	-8	-9	5
COC(=O)N1CCc2onc(-c3ccc(-c4ccccc4)cc3)c2C1	-12	-6	2
CC(C)(C)C(=O)Nc1nnc(C23CC4CC(CC(C4)C2)C3)s1	-5	-8	-4
Cc1c(C(=O)N2CCN(CC(OCc3ccc(C(F)(F)F)cc3)c3ccc(Cl)cc3)CC2)oc2ccccc12 (stereo not given)	-7	-6	nt
c1cc(C2CCCC2)nc(NCC2CCCCO2)n1 (stereo not given)	nt	-7	19
CSc1ccccc1NC(=O)C1(C)CCN1C(=O)Cc1cc(F)ccc1F (stereo not given)	-7	-7	3
COC(=O)c1sc2cccc(F)c2c1S(=O)(=O)Nc1cc(C)c(Cl)cc1OC	nt	-6	4
CCn1nccc1C(=O)N(CCCN1CCOCC1)c1nc2ccc(C)cc2s1	-5	-6	0
CC(C)c1cc(C2CCN(C(=O)CCn3nnc4ccccc43)CC2)[nH]n1	nt	-5	9
Cc1cc(S(=O)(=O)NNC(=O)Cc2cccs2)ccc1Br	nt	3	-6
CC(c1ccc(F)cc1)N(C)C(=O)CCCN1C(=O)NC2(CCCC2)C1=O (stereo not given)	nt	0	5
COC(=O)CN1CCN(Cc2ccnc3ccccc23)C(C)C1=O (stereo not given)	-8	-6	0
CS(=O)(=O)c1ccc(NC(=O)C=Cc2ccc3c(c2)CCO3)cc1	-8	-8	-1
CC(=O)CSc1nnc2n1CCN2c1ccccc1	-7	-7	0
O=C(CC1Cc2ccccc2C1)N1CCCC1c1nnc2c(C(F)(F)F)cccn12 (stereo not given)	nt	-1	-8
CSCc1ccc(N2CCC(C(O)CC(C)C)CC2)nc1 (stereo not given)	1	2	nt
CCN(CC)C(=O)[C@@H]1C[C@H](N)CN1C(=O)C(=O)N1CCc2ccccc21	nt	-8	11
CC(C)Nc1ncccc1C(=O)NCCc1ccc(S(N)(=O)=O)cc1	1	-1	-17
COCCCn1c(-c2ccccc2)csc1=Nc1cccc(OC)c1	-4	-8	-10
CCN(CC)c1ncccc1CNC(=O)c1cc2nc(C)cc(C)n2n1	nt	-6	-3
COC(=O)c1sccc1-c1ccc(CN2CCC3(CC2)Nc2ccccc2C(=O)N3OC)o1	nt	-10	0
O=C1c2ccccc2S(=O)(=O)N1c1cccc(Cl)c1	nt	-1	8
O=C(c1csc(CSc2nnc(-c3ccccc3Cl)n2-c2cccc(Cl)c2)n1)N1CCc2ccccc2C1	-5	-9	-4
CC(C)(C)OC(=O)N1CCC(C(=O)Nc2nnc(-c3cccc(Br)c3)o2)CC1	nt	-3	-1
Cc1ccc(C(=O)NNC(=O)N(C)Cc2ccc(Br)s2)cc1	-16	-6	17
CNc1ncc(CN(C)Cc2cc3cc(OC)ccc3[nH]c2=O)cn1	-16	-5	2
Cc1noc(C)c1CCNc1ccc(Br)cn1	nt	1&-8	-8&13
COc1ccc(OC)c(CN(Cc2cccc(C(F)(F)F)c2)Cc2nc(C(=O)N3CCOCC3)co2)c1	-2	3	10
Cc1ccccc1-n1c(C)cc(C(=O)Nc2c[nH]ccc2=O)c1C	nt	-1	1
Cc1cc(COC(=O)C(C)NC(=O)c2ccc(S(=O)(=O)N(C)C)cc2)on1 (stereo not given)	nt	3	2
Cn1c(=O)c(C(=O)Nc2nc(C34CC5CC(CC(C5)C3)C4)cs2)c(O)c2ccccc21	-7	-2	8
CN(C)c1ccc(CN2CCCC(O)(CN3CCCC3)C2)cn1 (stereo not given)	-1	3	nt
O=C(NC1CCCCC1)O[C@@H]1CO[C@H]2[C@@H]1OC[C@@H]2n1nnnc1SC1CCCC1	-7	-5	-5
c1cnc(Oc2ccc(CN3CCCC(N4CCc5ccccc5C4)C3)cc2)nc1 (stereo not given)	nt	-10	3
CCCCN(CC(=O)N(Cc1cccn1C)CC(C)C)C(=O)c1ccc(F)cc1	-4	-5	1

Brought forward from above: 3 compounds; new compounds follow.
SMILES	mcGAS inh	hcGAS inh	NPYLR7 ag
O=C(NC1CCCCC1)O[C@@H]1CO[C@H]2[C@@H]1OC[C@@H]2n1nnnc1SC1CCCC1	-7	-5	-5
c1cnc(Oc2ccc(CN3CCCC(N4CCc5ccccc5C4)C3)cc2)nc1 (stereo not given)	nt	-10	3
CCCCN(CC(=O)N(Cc1cccn1C)CC(C)C)C(=O)c1ccc(F)cc1	-4	-5	1
N=C1CCCN1c1ccc(Cl)c(Cl)c1	nt	-11	6
COc1ccc(Cl)cc1NC(=O)CCC1CCCN(c2nc(C)cnc2C)C1 (stereo not given)	-11	-8	-3
CCOC(=O)C1CCCN(CC(=O)N2N=C(c3ccc(OC)cc3)CC2c2ccccc2F)C1 (stereo not given)	-3	-2	-2
O=C(Cn1nnnc1CN1CCc2ccccc2C1)N1CCC(Oc2cccnc2)CC1	nt	0	6
CS(=O)(=O)c1ccccc1C(=O)Nc1ccc(OCC#N)cc1	-9	-14	0
Cc1ccsc1C1C2C(=O)CC(C)(C)CC2=Nc2ncnn21 (stereo not given)	-5	-3	15
CC1CCC2C(CCCN2C(=O)CNC(=O)NC2CCCCC2)C1 (stereo not given)	-16	-8	-3
CC(=O)c1ccc(NC(=O)c2cccn(OCc3ccccc3F)c2=O)cc1	-5	-2	3
COc1c(O[C@@H]2O[C@H](CO)[C@@H](O)[C@H](O)[C@H]2O)cc2c(c1OC)-c1ccc(SC)c(=O)cc1C(NC(C)=O)CC2 (stereo not given in full)	nt	-5	-2
Cn1cc(S(=O)(=O)NCc2ccccc2)c(=O)n(C)c1=O	-8	-10	-2
COc1ccc(NC(=O)C2Cc3ccc(C)cc3S2)cc1 (stereo not given)	nt	-15	1
CCCCC(CC)C(=O)Nc1c(-c2ccc(OC)cc2)nc2cc(C)ccn12 (stereo not given)	-8	-6	-7
Cn1nc(-c2ccccc2)cc1C(=O)N1CCCC(c2cc(=O)[nH]cn2)C1 (stereo not given)	-18	-5	8
CCCc1nc(N2CCN(C(=O)c3cccc([N+](=O)[O-])c3)CC2)c2c(-c3cccc(C(F)(F)F)c3)noc2n1	-5	0	14
CC(=C\c1ccccc1)/C=C1/N=C(c2cccc([N+](=O)[O-])c2)OC1=O	-6	-3	-2
Cc1cc(C(=O)CSc2nnc(C3CC3)o2)c(C)n1Cc1cccs1	nt	-10	0
Cc1cc2cc(CNC(=O)CCC3CCCC3)ccc2n1C	-1	2	0
Cc1cnc(C(=O)Nc2cc(Cl)cc(Cl)c2)cn1	nt	5	-20
CCCC(O)(CCC)c1ccc(CN(CCCOC)Cc2cccc(C)c2)o1	-5	-3	-1
CNC(=O)COc1ccc(-c2c(F)cccc2OC)cc1	2	1	-2
COc1ccccc1CN1CC(C(=O)N2CC(c3ccncc3)C2)CC1=O (stereo not given)	-14	1	1
C=CCOc1ccc(C=c2sc3n(c2=O)C(c2cccs2)C(C(=O)OC)=C(C)N=3)cc1 (stereo not given)	-2	3	-6
O=C1c2cccc3cccc(c23)C(=O)N1Cc1cccnc1	-6	-3	-2
O=C(NC1CC1)C(c1ccccc1)N1CCC(c2ccccc2)C1 (stereo not given)	nt	-3	6

6 compounds from above with just NPYLR7 ag and hcGAS inh.
Structure	NPYLR7 ag	hcGAS inh
CC(=C\c1ccccc1)/C=C1/N=C(c2cccc([N+](=O)[O-])c2)OC1=O	-2	-3
Cc1cc2cc(CNC(=O)CCC3CCCC3)ccc2n1C	0	2
O=C(NC1CC1)C(c1ccccc1)N1CCC(c2ccccc2)C1 (stereo not given)	6	-3
Cn1nc(-c2ccccc2)cc1C(=O)N1CCCC(c2cc(=O)[nH]cn2)C1 (stereo not given)	8	-5
Cc1cc(C(=O)CSc2nnc(C3CC3)o2)c(C)n1Cc1cccs1	0	-10
CCCC(O)(CCC)c1ccc(CN(CCCOC)Cc2cccc(C)c2)o1	-1	-3

Remaining list, next part
SMILES	mcGAS inh	hcGAS inh	NPYLR7 ag
CC1=CC(C)C(/C=N\n2cnnc2)C(C)C1 (stereo not given)	nt	-6	0
CCCC(C)COC(=O)C1=C(C)NC(=O)NC1c1ccc(N(C)C)cc1 (stereo not given)	0	3	-16
CN(C)CCN(C(=O)c1ccc(F)cc1)c1nc2ccc(Cl)cc2s1	-7	-7	-3
CC1(C)C2CC=C(C=NNc3ccccc3[N+](=O)[O-])C1C2 (stereo not given)	nt	-6	8
Nc1cnn(-c2ncc(Cl)cc2Cl)c1	nt	4	-4
Cc1[nH]c(=O)[nH]c(=O)c1-c1ccc(-n2cccn2)cc1	nt	-8	-1
CCN(CC)c1cc(Cl)nc(SCC(=O)NC(c2ccccc2)c2ccccc2)n1	-5	-7	17
CN(Cc1ccccc1Br)Cn1c(=O)oc2ccccc21	nt	-5	-8
CCN1CC2([N+](=O)[O-])C(=O)CC3OC(C)CC2C3([N+](=O)[O-])C1 (stereo not given)	nt	-4	0
Brc1c(NC2=NCCN2)ccc2nccnc12	-6	2&2	5&0
CCCCSc1nsc(NC(C)=O)n1	nt	-1	0
CN(C)C(=O)c1cc(C(F)(F)F)[nH]n1	nt	3	11
O=c1oc2ccccc2n1CN(C1CC1)C1CCS(=O)(=O)C1 (stereo not given)	-8	2	1
CCCCCCCC(=O)[C@H](CC(C)C)N1CC[C@@]2(CCCN2C(=O)CCC(C)=O)C1=O	-4	-4	1
CN1CCN(C)C2(CCN(C(=O)c3ccc(-c4ccn[nH]4)cc3)CC2)C1	nt	-4	12
CCOC(=O)N1CCN(C(=O)c2cc3n(n2)CCN(Cc2cccc(F)c2)C3=O)CC1	-7	-2	15
c1csc(-c2nc(CSc3ncnc4sccc34)co2)c1	nt	-8	2
CN(CCCNS(=O)(=O)c1ccc(F)c(F)c1)Cc1ccccc1	nt	-7	-10
COCCn1c(=O)c2c(nc3n2CC(C)CN3c2ccc(Br)cc2)n(C)c1=O (stereo not given)	nt	-9	0
CCOCCCN(CC(=O)N(Cc1ccc(F)cc1)Cc1ccco1)C(=O)c1c(OC)cccc1OC	-8	-14	nt
O=C(CCCN1C(=O)c2cccc3cccc(c23)C1=O)OCC=Cc1ccccc1	-6	-5	-4
COC(=O)c1ccccc1NC(=O)c1c(C)c(-c2ccc(C)cc2)nc2ccccc12	-5	-5	-1
CCOCCn1nc(C)cc1C(=O)N[C@H]1CN(C(C)=O)C[C@@H]1C1CC1	-5	-17	nt
CN(C)CCC=C1c2ccccc2CCc2ccccc21	-5&-3	-6&0&2&1&-2	0&-3&-11&1&6
CC(C)(C)C(=O)NCCn1ccc2ccccc21	nt	-9	1
Clc1ccc(-n2nnc3c(N4CCNCC4)ncnc32)cc1	nt	-11	-6
Cc1nc2ncc3c(=O)n(-c4ccccc4C(F)(F)F)ccc3n2n1	nt	-2	2
CCOC(=O)c1ccc2c(c1)nc(SCc1cccc(I)c1)n2CCOC	-6	-2	-5
O=C(CSc1nnc(-c2ccc(Cl)s2)o1)NC1CCCCC1	nt	-10	13
FC(F)(F)c1cccc(N2CCN(c3nc(-c4cccc(Cl)c4Cl)nc4ccccc34)CC2)c1	-6	-9	-1
CC(C)c1cc(C(=O)N2CCn3c(C(N)=O)cnc3C2)cs1	-19	-2	-2
Cc1ccc(-n2nc(C(=O)N3CCOC(C(F)(F)F)C3)c(O)cc2=O)cc1 (stereo not given)	-16	-7	2
Cc1ccccc1C1=NOC(CN(Cc2cccc(Cl)c2)CC(O)COCc2ccccc2)C1 (stereo not given)	-7	-3	nt
Cc1cc(NC(=O)N2CCN(C/C=C/c3ccccc3)CC2)no1	0	13	-8
COCCCNC(=O)CC(c1cccc(F)c1)c1cn(Cc2ccccc2)c2ccc([N+](=O)[O-])cc12 (stereo not given)	-4	-8	19
CC1(C(=O)NC2CCCCCCC2)CN(S(C)(=O)=O)CC(=O)N1CCc1cccs1 (stereo not given)	-5	-7	nt
CCOc1cnn(C)c(=O)c1Nc1cccc(C(=O)NCCOC)c1	-10	-9	-2
COc1ccc(-n2c(SCc3ccc(C(=O)O)cc3)nnc2-c2ccco2)cc1	-5	-1	-5
CC1Cc2ccccc2N1C(=O)CSc1nc2ccc(Cl)cc2[nH]1 (stereo not given)	nt	-5	1
Cc1cc(C(C(=O)O)N(C)CCOc2ccccc2)ccc1F (stereo not given)	-19	-3	14
CCOc1ccc(C(C)=O)cc1CN(C)Cc1ccc(C)cc1	nt	-19	1
CCc1nc2n(n1)C(=O)C(C(c1ccc(OC)cc1)N1CCc3ccccc3C1)S2 (stereo not given)	-1	-3	-3
Cc1ccnc(N=Cc2nc(-c3ccccc3F)oc2O)c1	-8	-2	-4
CSc1ncc(CN(C)C(C)c2cccnc2)cn1 (stereo not given)	-14	-4	nt
O=C(CNC(=O)NC1CC1)NC1CC1c1ccccc1C(F)(F)F (stereo not given)	nt	-19	7
CCOc1ccc(O)c(C2Nc3ccc(C)cc3-c3nc(C4CC4)nn32)c1 (stereo not given)	nt	-7	10
CCCNc1nc(SC)nc2c1cnn2CCNC(=O)Cc1cccc2ccccc12	-5	-3	nt
CN(CC1CCN(CCc2ccc(Cl)cc2)CC1)C(=O)C1CC12CCC2 (stereo not given)	-7	-5	18
Cc1ccc(-c2nc(Cl)nc3ccccc23)cc1	-5	4	-3
CCOc1ccc(/C=C2\N=C(c3ccco3)OC2=O)cc1	1	3	-20
COC(=O)c1c(C)[nH]c(C(=O)C(C)Sc2nnc(C3CC3)n2C2CC2)c1C (stereo not given)	nt	-3	-1

Screening results as filed in PubChem BioAssay.
